# Screens: PubChem BioAssay, several laboratories
# ABCG2 inh: inhibitors of human ABCG2 transporter, ABCB1 counter-screen; AID 1325; 190,000 compounds, 0.1% hits; IgMXP3 cells, JC-1 efflux, flow cytometry; inhibition, % at 6.6 µM; Q9UNQ0;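 active = inhibition above 80%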;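 note: 0% = DMSO and 100% = nicardipine control wells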
#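 Incubation: cells with compound and JC-1, 10 min at 25 °C, rotating, no wash / Test system: IgMXP3 (ABCG2) plus far-red-tagged CCRF-Adr (ABCB1) cells / Compound dosing: one concentration, 6.6 µM final / Also added: JC-1 fluorescent substrate / Evaluation: efflux inhibition in percent versus controls / Detection: flow cytometry, 530 nm JC-1 signal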
# RGS7-Gao reg: human RGS7-Galphao interaction regulation | 220,000 compounds, 0.35% hits | binding response (% of control), % at 10 µM | Multiplexed bead flow cytometry, RGS7-Galphao binding; actives lie on both sides | P09471; in the data active = binding response below about 49% or above about 150%; inconclusive = no clear call, values can overlap the other calls; inactive = in between;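 note: fluorescent Galphao held in activated GDP-AlF4 state binding bead-coupled RGS7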
# Avidin fluor: avidin bead compound fluorescence profile. Avidin beads, compound fluorescence 488/530 nm, flow cytometry; stronger effect = higher value. fluorescence (KMESF) at 10 µM. 220,000 compounds, 0.38% hits; in the data active = fluorescence above about 47; note: inactives centre near 10
# GSH bead fluor: compound fluoresces at 488/530 nm on GSH beads. GSH beads flow cytometry, compound fluorescence 488/530 nm; stronger effect = higher value. fluorescence (KMESF) at 10 µM. 190,000 compounds, 0.25% hits. AID 1776; in the data active = fluorescence above about 89;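 note: glutathione beads carrying GST-tagged Bcl family fusion proteins plus one bare bead set; values are compound well signal with DMSO vehicle wells as background; inactives centre near 16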
# RGS4-Gao reg: human RGS4-Galphao interaction regulation | P09471 | Multiplexed bead flow cytometry, RGS4-Galphao binding; actives lie on both sides | binding response (% of control), % at 10 µM | 220,000 compounds, 0.33% hits; in the data active = binding response below about 49% or above about 150%; inactive = in between;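 note: fluorescent Galphao activated with aluminum fluoride binding bead-coupled RGS4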
# Bim-Mcl-1: inhibitors of Bim-Mcl-1 interaction, human; Bead-based flow cytometry, Bim peptide-Mcl-1 binding; 190,000 compounds, 0.1% hits; Q07820; inhibition, % at 10 µM; in the data active = inhibition above about 40%;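 note: 0% = no compound tracer wells and 100% = peptide blocker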
# ABCB1 inh: inhibitors of human ABCB1 transporter, ABCG2 counter-screen | P08183 | CCRF-Adr cells, JC-1 efflux, flow cytometry | inhibition, % at 6.6 µM | 190,000 compounds, 0.067% hits | AID 1326; in the data active = inhibition above about 40%;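 note: 0% = vehicle and 100% = reference inhibitor; higher value means more JC-1 retained so stronger ABCB1 efflux block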
# Target sequence (P08183 whole entry, looked up): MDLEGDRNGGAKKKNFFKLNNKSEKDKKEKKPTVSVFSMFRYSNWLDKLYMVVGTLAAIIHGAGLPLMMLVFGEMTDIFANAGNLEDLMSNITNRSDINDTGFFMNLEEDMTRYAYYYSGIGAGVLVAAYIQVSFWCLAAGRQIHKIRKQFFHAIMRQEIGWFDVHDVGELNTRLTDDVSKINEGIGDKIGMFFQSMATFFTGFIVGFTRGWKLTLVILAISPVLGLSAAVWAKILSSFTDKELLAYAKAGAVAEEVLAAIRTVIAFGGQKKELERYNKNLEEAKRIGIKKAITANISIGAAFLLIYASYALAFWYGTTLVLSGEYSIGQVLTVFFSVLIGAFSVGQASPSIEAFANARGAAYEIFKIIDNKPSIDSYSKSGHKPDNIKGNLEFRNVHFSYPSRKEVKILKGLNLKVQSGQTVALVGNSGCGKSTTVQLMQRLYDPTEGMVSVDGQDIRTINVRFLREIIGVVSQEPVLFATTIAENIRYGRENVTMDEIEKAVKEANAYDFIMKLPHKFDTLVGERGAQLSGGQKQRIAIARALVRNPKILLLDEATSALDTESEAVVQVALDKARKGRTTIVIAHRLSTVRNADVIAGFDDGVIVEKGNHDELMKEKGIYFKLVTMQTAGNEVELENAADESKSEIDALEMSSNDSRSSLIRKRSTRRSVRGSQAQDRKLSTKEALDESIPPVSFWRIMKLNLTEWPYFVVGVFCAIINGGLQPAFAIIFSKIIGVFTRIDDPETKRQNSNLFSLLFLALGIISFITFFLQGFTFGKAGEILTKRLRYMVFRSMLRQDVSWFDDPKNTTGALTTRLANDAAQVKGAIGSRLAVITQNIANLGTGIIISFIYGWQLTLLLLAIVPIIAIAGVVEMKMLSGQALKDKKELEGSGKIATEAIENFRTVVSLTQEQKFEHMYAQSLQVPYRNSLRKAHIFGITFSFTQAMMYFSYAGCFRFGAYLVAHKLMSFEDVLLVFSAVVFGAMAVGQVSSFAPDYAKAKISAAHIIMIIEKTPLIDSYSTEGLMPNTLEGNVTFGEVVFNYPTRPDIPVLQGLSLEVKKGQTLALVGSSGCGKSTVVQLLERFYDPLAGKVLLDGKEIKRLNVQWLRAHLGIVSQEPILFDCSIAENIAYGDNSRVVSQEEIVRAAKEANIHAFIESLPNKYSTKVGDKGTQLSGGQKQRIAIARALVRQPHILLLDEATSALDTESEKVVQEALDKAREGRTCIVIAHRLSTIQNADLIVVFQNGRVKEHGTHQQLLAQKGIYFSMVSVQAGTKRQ
# Mcl1 Bid PPI: disrupts binding of human Mcl-1 to Bid peptide; Q07820; TR-FRET Mcl-1/Bid-Dy647 peptide binding, 1536-well; inhibition, % at 21.7 µM; 220,000 compounds, 0.97% hits; AID 1021;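 active = compounds that cut the binding signal by more than half at the single screening dose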;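 note: His-tagged Mcl-1 with europium anti-His antibody binding Bid BH3 peptide; 0% = Mcl-1 plus peptide wells and 100% = peptide-only wells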
# Pf gametocyte: inhibitors of late stage P. falciparum gametocyte viability; 150,000 compounds, 0.065% hits; P. falciparum stage V gametocytes, ATP luminescence, 24 h; inhibition, % at 10.9 µM;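 active = inhibition above the mean plus 3 SD of compounds within the control limits, set per campaign, cut at about 38% in these data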;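 note: 0% = DMSO wells and 100% = medium only without gametocytes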
# RGS8-Gao: human RGS8-Galphao interaction regulation; P09471; multiplexed bead flow cytometry, RGS8-Galphao binding; actives lie on both sides; response (percent of control binding), % at 10 µM; 220,000 compounds, 0.34% hits; AID 1423; in the data active = response below about 60% or above about 140%; inactive = in between;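 note: Galphao activated as the GDP aluminium fluoride complex binding bead-coupled RGS8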
# Mcl1 Noxa PPI: disrupts binding of human Mcl-1 to Noxa peptide; Q07820; TR-FRET Mcl-1/Noxa peptide binding, 2 h; inhibition, % at 21.7 µM; 220,000 compounds, 1.5% hits;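 active = compounds that cut the protein-peptide binding signal by more than 50% relative to plate controls in a single-dose test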;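 note: His-tagged Mcl-1 with rhodamine Noxa BH3 peptide and terbium anti-His antibody; 0% = Mcl-1 plus Noxa peptide wells and 100% = peptide-only wells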
# Starred values were filed as active, the others as inactive; ? = inconclusive; . = not tested or not shown.
Molecule	ABCG2 inh	RGS7-Gao reg	Avidin fluor	GSH bead fluor	RGS4-Gao reg	Bim-Mcl-1	ABCB1 inh	Mcl1 Bid PPI	Pf gametocyte	RGS8-Gao	Mcl1 Noxa PPI
CCCCn1c(C(C)NC(=O)CC)nc2ccccc21 (centres undefined)	0	93	8	20	96	-2	-0.7	9	.	99	-12
COc1cccc(CSc2nnc(C(F)(F)F)n2Cc2ccc(F)cc2)c1	2	12*	-2	27	20*	1	0.6	6	.	12*	-4
O=C1N=C(N2CCCC2)S/C1=C\C=C\c1ccccc1	.	?	8	.	107	.	.	-40	-10	105	13
CCCc1ccc(OCc2ccc(C(=O)N3CCN(c4ccccn4)CC3)o2)c(OC)c1	7	100	14	42	102	0	3.5	-17	.	98	21
CN1CCN(C(=S)c2cn(Cc3ccc(Br)cc3)c3ccccc23)CC1	5	104	14	10	104	0	5.0	-57	-6	103	19
COc1ccc(NC(=O)c2oc3ccc(S(=O)(=O)N4CCC5(CC4)OCCO5)cc3c2C)cc1	4	104	3	57	105	-4	1.1	8	.	104	26
CCOCCCNC(=S)N1CCCN(c2nc3c(C)c(C)ccc3cc2C#N)CC1	7	101	10	13	102	9	2.5	-36	.	98	-79
CCOC(=O)c1c(C)nc2sc3c(=O)n(-c4ccc(OC)cc4)nnc3c2c1-c1ccc(OC)cc1	0	97	19	13	97	2	-0.1	-15	.	95	-3
COC(=O)CCn1[nH]c(=O)c2ccccc2c1=O	31	98	14	7	100	-5	0.5	9	31	105	6
COc1ccc(CCNC(=O)Cn2cnc3c2c(=O)n(C)c(=O)n3C)cc1OC	3	99	17	25	98	0	0.7	-7	12	100	-4
CCN(CC)CCCNC(=O)Cc1c(C(=O)O)n(C)c2ccccc12	32	102	28	24	102	-4	-0.3	-31	.	102	4
O=C(CSCc1ccc(Cl)c(Cl)c1)Nc1c[nH]c(=O)[nH]c1=O	1	108	7	9	103	1	0.0	-25	5	102	10
Cc1nc(NC(=O)/C=C/c2ccccc2)sc1C(=O)N1CCCCC1	2	99	7	15	104	-1	1.4	0	-1	91	26
CCOc1ccc(Cl)cc1S(=O)(=O)n1cnc2ccccc21	1	99	14	14	97	-3	0.2	7	-4	95	11
O=C(COc1ccccc1-c1ccccc1)NCc1ccco1	5	100	27	22	105	-2	1.1	-2	-29	105	2

# For reference, part of the list above.
Molecule	ABCG2 inh	RGS7-Gao reg	Avidin fluor	GSH bead fluor	RGS4-Gao reg	Bim-Mcl-1	ABCB1 inh	Mcl1 Bid PPI	Pf gametocyte	RGS8-Gao	Mcl1 Noxa PPI
CCCCn1c(C(C)NC(=O)CC)nc2ccccc21 (centres undefined)	0	93	8	20	96	-2	-0.7	9	.	99	-12
COc1cccc(CSc2nnc(C(F)(F)F)n2Cc2ccc(F)cc2)c1	2	12*	-2	27	20*	1	0.6	6	.	12*	-4

# Additional entries
Molecule	ABCG2 inh	RGS7-Gao reg	Avidin fluor	GSH bead fluor	RGS4-Gao reg	Bim-Mcl-1	ABCB1 inh	Mcl1 Bid PPI	Pf gametocyte	RGS8-Gao	Mcl1 Noxa PPI
Cn1c(CCCNC(=O)c2ccccc2)nc2ccccc21	0	99	20	23	102	-3	0.4	-8	.	96	10
COc1ccc(-c2cc(CCCC(=O)NCCc3cc(OC)ccc3OC)no2)cc1	6	102	15	13	104	0	1.6	-31	.	103	8
CCCC1=C(C(=O)OCC)C(c2ccc(NC(C)=O)cc2)NC(=O)N1 (centres undefined)	4	101	16	16	98	-4	0.9	-24	.	99	4
Oc1cccc(/C=N/NC(=S)Nc2cccnc2)c1O	-11	56	6	4	59	-7	-1.2	-89	13	67	66*
COc1ccc(-c2nnc(SCC(=O)N3CCC(Cc4ccccc4)CC3)o2)cc1OC	2	99	8	5	97	-4	0.6	-10	.	98	-18
Cc1ccc(Nc2cc(C)nc(NCc3ccccc3)n2)cc1	3	101	12	9	104	-3	0.3	-5	20	104	35
NS(=O)(=O)c1ccc(NC(=S)NC(=O)c2cccs2)cc1	.	?	3	.	99	.	.	-42	-11	102	1
CCOc1ccc(C(=O)NC2=NCCS2)cc1	-1	96	7	8	95	-5	-0.8	-12	-5	100	12
COc1ccc(C(c2c(NC(=O)c3ccccc3)sc(C)c2C)N2CCN(CCO)CC2)cc1 (centres undefined)	6	92	1	7	95	-1	1.3	-71	5	109	16
O=C1C2CC=C(Cl)CC2C(=O)N1CCC[n+]1cccc2ccccc21 (centres undefined)	6	104	10	10	96	-3	0.4	-2	5	99	-3
O=S(=O)(c1ccc(Cl)cc1)n1c(Cc2ccccc2)nc2ccccc21	6	105	13	6	104	-1	0.7	-2	8	103	18
NC(=S)Nc1cccc2cccnc12	2	93	13	23	94	-5	0.6	-60	.	99	-11
Cc1ccc(C)n1CCN1CCN(C(=O)c2ccco2)CC1	2	102	14	62	101	-1	0.4	-51	11	101	-4
COC(=O)C(NNc1ccccc1)(NC(=O)c1ccccc1F)C(F)(F)F (centres undefined)	3	100	10	10	99	3	0.5	-81	.	98	0
Cc1cc(NCc2ccccn2)n2nc(C)c(-c3ccc(Cl)cc3)c2n1	.	?	7	.	95	.	.	-72	10	99	-52

# Next results follow.
Molecule	ABCG2 inh	RGS7-Gao reg	Avidin fluor	GSH bead fluor	RGS4-Gao reg	Bim-Mcl-1	ABCB1 inh	Mcl1 Bid PPI	Pf gametocyte	RGS8-Gao	Mcl1 Noxa PPI
CN(C)/C=N/c1nc2nccc(-c3cccc(Cl)c3)n2n1	2	96	11	10	94	0	-0.2	17	.	98	11
CC(C)CSc1n[nH]c(N)n1	1	105	5	19	107	-7	0.0	-17	-12	101	16
O=Cc1cc2ccccc2nc1SCCCF	6	101	12	15	104	-2	0.6	3	-3	102	4
COC(=O)/C=c1\sc2ncnn2c1=O	2	106	10	12	102	-7	0.4	-20	.	106	24
Cc1ccc(Nc2nc(N)nc(CN3CCc4ccccc4C3)n2)cc1	2	98	6	43	101	1	0.7	-6	-12	102	5
COC(=O)CC1=C(C(=O)OC)C(c2ccc3c(c2Cl)OCO3)C(C#N)=C(N)O1 (centres undefined)	2	104	15	45	102	-3	2.0	-32	.	100	-13
CC1(C)CC(=O)C(CC(=O)NC(=O)NCc2ccccc2)=C(O)C1	0	104	5	17	104	-4	0.2	-28	.	103	7
NS(=O)(=O)c1ccccc1	.	?	9	.	100	.	.	-40	-16	101	2
COc1ccc(NC(=O)CN(C)CC(=O)Nc2ccccc2SC)cc1Cl	2	102	4	11	103	-6	1.1	-11	-5	105	5
O=C(Nc1cccc(Cl)c1)Nc1ccc2c(c1)OCO2	74	106	8	14	104	-1	0.9	-4	-30	109	30
Cc1ccc(/C=N/NC(=O)Cn2nc(C)c(Br)c2C)o1	2	104	8	41	102	-1	0.5	-12	1	101	11
CCN(CCNC(=O)C1CCN(Cc2nc(-c3ccc(Cl)cc3)oc2C)CC1)c1ccccc1	10	103	8	51	101	1	2.1	-120	-46	103	31
C=CCNC(=S)NNC(=O)COc1ccc(Br)cc1	0	106	10	10	101	-9	-0.1	-36	.	96	8
CCOC(=O)N1CCN(CC(=O)Nc2ccc(F)cc2F)CC1	18	99	11	12	103	-4	0.7	-31	17	103	5
CC(=O)N(C)c1ccc(NC(=O)c2ccc([N+](=O)[O-])cc2Cl)cc1	11	102	4	9	98	-2	1.3	-8	.	96	13

# The list goes on.
Molecule	ABCG2 inh	RGS7-Gao reg	Avidin fluor	GSH bead fluor	RGS4-Gao reg	Bim-Mcl-1	ABCB1 inh	Mcl1 Bid PPI	Pf gametocyte	RGS8-Gao	Mcl1 Noxa PPI
Cc1cc(C)cc(NC(=O)C(=O)NCc2ccccn2)c1	6	99	13	12	100	0	0.8	0	-31	102	4
CC(C)(C)C(=O)Nc1ccc(C(=O)NCc2cccnc2)cc1	10	98	13	35	98	3	0.6	-17	.	101	-8
CCCc1nn(C(=O)c2ccccc2)c2c1C(=O)CC(C)(C)C2	1	106	11	8	110	1	0.3	-9	.	102	-2
COC(=O)c1cc(=O)nc2sc(-c3cccs3)nn12	-8	94	10	10	100	0	-3.5	-27	.	112	-6
COc1ccc(Cl)cc1NC(=O)C(C)NC(c1ccccc1)c1ccccc1 (centres undefined)	63	106	20	15	103	-5	3.5	3	2	98	3
COc1ccccc1-c1nnc(SCC(=O)Nc2ccccc2)o1	8	98	8	31	98	1	0.4	-6	14	99	-1
Cc1ccc(NC(=O)CCC(=O)NNC(=O)C(c2ccccc2)c2ccccc2)c(C)c1	0	100	37	16	102	1	0.2	-18	.	102	-11
Cc1cc(N(C)C)c(C#N)c(NCc2ccccc2)n1	1	95	4	15	93	-2	0.1	-27	-5	89	13
CCc1ccc(-c2nc(CN3CCC(C(=O)N4CCN(c5ccccc5)CC4)CC3)c(C)o2)cc1	1	109	23	26	111	-10	3.4	-20	-66	110	16
Cc1csc(OCc2ccc(C#N)cc2)n1	0	129	5	29	140	-4	0.0	9	-7	129	10
O=C1CC(N2CCN(c3ccccc3)CC2)C(=O)N1Cc1ccc(Cl)cc1 (centres undefined)	0	112	6	12	99	-3	-0.2	-38	-12	101	4
CCOC(=O)c1ccc(NC(=O)c2cc(F)c(F)cc2Cl)cc1	13	?	12	14	94	0	0.8	-8	-16	96	11
CC(C)(C)N1C(=O)c2ccc(C(=O)NCc3ccco3)cc2C1=O	6	85	13	41	89	0	0.9	-32	.	89	24
O=C(C[n+]1cc(-c2ccccc2)n2c1CCCCC2)c1ccc(Br)cc1	-1	96	10	27	94	-2	0.1	-12	-16	101	-6
COC(=O)COc1c(Cl)cc(Cl)c2ccc(C)nc12	12	101	10	19	96	0	0.5	-19	-1	99	15
O=C(NCc1ccc(OC(F)(F)F)cc1)C12CN(Cc3ccccc3)CC1C(c1cccc([N+](=O)[O-])c1)=NO2 (centres undefined)	8	100	11	26	100	-3	1.9	0	11	100	3

# An excerpt from above, showing only Avidin fluor:
mol | Avidin fluor
CCc1ccc(-c2nc(CN3CCC(C(=O)N4CCN(c5ccccc5)CC4)CC3)c(C)o2)cc1 | 23
COc1ccc(Cl)cc1NC(=O)C(C)NC(c1ccccc1)c1ccccc1 (centres undefined) | 20

# 3 compounds already listed, sorted by heavy-atom count, highest first.
Molecule	ABCG2 inh	RGS7-Gao reg	Avidin fluor	GSH bead fluor	RGS4-Gao reg	Bim-Mcl-1	ABCB1 inh	Mcl1 Bid PPI	Pf gametocyte	RGS8-Gao	Mcl1 Noxa PPI
O=C(NCc1ccc(OC(F)(F)F)cc1)C12CN(Cc3ccccc3)CC1C(c1cccc([N+](=O)[O-])c1)=NO2 (centres undefined)	8	100	11	26	100	-3	1.9	0	11	100	3
COc1ccc(Cl)cc1NC(=O)C(C)NC(c1ccccc1)c1ccccc1 (centres undefined)	63	106	20	15	103	-5	3.5	3	2	98	3
O=C1CC(N2CCN(c3ccccc3)CC2)C(=O)N1Cc1ccc(Cl)cc1 (centres undefined)	0	112	6	12	99	-3	-0.2	-38	-12	101	4
